High-throughput results from PubChem BioAssay.
TNAP inh hiacc – inhibitors of human TNAP at high phosphate acceptor concentration; inhibition, % at 20 µM; purified TNAP, CDP-star luminescence, 1 M DEA; 200,000 tested, 0.03% active;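 active = over 50% inhibition of tissue-nonspecific alkaline phosphatase at 20 µM in the single-dose screen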;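 also: plate controls were DMSO wells for no effect and EDTA-quenched wells as full inhibition for full effect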
Target sequence (P05186 whole entry, looked up): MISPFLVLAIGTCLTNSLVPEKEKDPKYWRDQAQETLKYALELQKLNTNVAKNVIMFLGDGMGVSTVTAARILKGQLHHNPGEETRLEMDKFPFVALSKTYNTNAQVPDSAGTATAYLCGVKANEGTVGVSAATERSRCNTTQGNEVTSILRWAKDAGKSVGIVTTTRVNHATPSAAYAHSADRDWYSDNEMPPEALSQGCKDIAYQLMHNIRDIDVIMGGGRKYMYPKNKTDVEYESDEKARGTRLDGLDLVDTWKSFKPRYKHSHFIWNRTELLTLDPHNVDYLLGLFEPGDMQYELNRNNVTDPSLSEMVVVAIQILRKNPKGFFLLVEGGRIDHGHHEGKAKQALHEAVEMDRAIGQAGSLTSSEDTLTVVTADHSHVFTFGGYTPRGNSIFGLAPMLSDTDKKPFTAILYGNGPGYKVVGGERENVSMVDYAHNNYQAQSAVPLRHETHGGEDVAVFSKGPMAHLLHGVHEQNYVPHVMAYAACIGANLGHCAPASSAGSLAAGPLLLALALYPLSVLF
FLuc stim CS – firefly luciferase counter-screen for stimulation assays; ATPlite luciferase biochemical, luminescence, 10 min; 0 = ATP-free wells, 1 = DMSO control; activation factor at 10 µM; 200,000 tested, under 10 active;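 active = luciferase activation factor, scaled between plate controls, of at least 2 with compound at 10 µM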
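System: luciferase plus luciferin reagent, cell-free; medium: PBS as buffer for the ATP substrate; dosing: test compounds dosed from 2 mM stocks in 100% DMSO; timing: 10 min post-reagent at room temperature; measured by: luminescence measurement of luciferase light output; evaluation: luciferase activation, seen as luminescence increase over controls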
Diaphorase inh – inhibits diaphorase or chemically oxidizes, flagging diaphorase assay artifacts | diaphorase resazurin-to-resorufin fluorescence, NADH, 16 min; bacterial (C. kluyveri) enzyme, not human | AID 1217 | 190,000 tested, 0.69% active | inhibition, % at 20 µM;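 active = primary screen inhibition at 20 µM above a set limit, cut at about 50% in these data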;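 also: plate controls were DMSO with full reaction for no effect and wells lacking NADH for full effect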
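Assay system – diaphorase enzyme from Clostridium kluyveri · Amount – diaphorase 0.14 U/mL (working solution) · Times – reaction incubation of 16 min at room temperature · Controls – No-NADH positive control and DMSO neutral control · Signal – resorufin fluorescence 544/590 nm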
G6PDH counter – inhibits Leuconostoc G6PDH, flagging false hits in G6PDH-based assays. Purified L. mesenteroides G6PDH, diaphorase/resazurin coupled fluorescence, 45 min. inhibition, % at 5 µM. 200,000 tested, 0.12% active; in the data active = inhibition above about 50%
PMI activator – phosphomannose isomerase (human) activation; AID 1214; purified human PMI, coupled resazurin fluorescence, 20 min; stronger effect = higher value; 1 = vehicle control, 0 substrate-free wells; P34949; activation factor at 20 µM; 190,000 tested, 0.005% active;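 active = activation factor of 2 or more at 20 µM, relative to plate controls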
Target sequence (P34949 whole entry, looked up): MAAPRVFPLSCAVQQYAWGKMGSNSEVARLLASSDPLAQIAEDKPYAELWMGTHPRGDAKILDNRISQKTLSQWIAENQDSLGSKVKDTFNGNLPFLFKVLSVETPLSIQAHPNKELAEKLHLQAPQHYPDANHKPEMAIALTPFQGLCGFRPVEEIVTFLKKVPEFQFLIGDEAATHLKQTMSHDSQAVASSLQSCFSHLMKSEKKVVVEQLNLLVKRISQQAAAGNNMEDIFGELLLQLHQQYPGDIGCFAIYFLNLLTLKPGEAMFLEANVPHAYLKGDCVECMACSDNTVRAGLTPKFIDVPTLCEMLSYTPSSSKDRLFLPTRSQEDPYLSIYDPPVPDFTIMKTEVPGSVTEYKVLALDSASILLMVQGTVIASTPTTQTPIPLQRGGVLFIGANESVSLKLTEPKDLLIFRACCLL
TNAP inh no acc – TNAP (human) inhibition, acceptor-free conditions; P05186; purified TNAP, CDP-star luminescence, 30 min; inhibition, % at 20 µM; 200,000 tested, 0.26% active;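 active = tissue-nonspecific alkaline phosphatase inhibition above about 50% at 20 µM in the single-dose screen, limit read from the data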;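 also: 0% = DMSO negative control and 100% = EDTA positive control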
Diaph act CS – counter-screen for diaphorase-based assays: diaphorase activators and chemical reducers | Diaphorase/resazurin coupled assay, resorufin fluorescence, 16 min; stronger effect = higher value; 1 = vehicle wells, 0 = NADH-free wells | activation factor at 20 µM | 190,000 tested, 0.005% active | AID 1229;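 active = diaphorase activity raised at least twofold by the compound at 20 µM; inactive = activation factor below 2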
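Assay system: bacterial diaphorase enzyme (C. kluyveri) / Input: enzyme 0.07 U/mL final / Medium: 50 mM HEPES pH 7.4 with 4.542 mM MgCl2, 0.005% Tween 20 / Doses: single compound dose of 20 µM, 1% DMSO final / Incubation: 16 min enzyme reaction, ambient temperature / Signal: fluorescence, excitation 544 nm and emission 590 nm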
TNAP act hi DEA – increases human TNAP activity under high phosphate acceptor concentration. AID 1136. 200,000 tested, under 10 active. activation factor at 20 µM. purified TNAP, CDP-star luminescence, 1 M DEA, 30 min; stronger effect = higher value; 0 = EDTA background, 1 = DMSO-only activity;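 active = activation factor at least 2 at 20 µM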
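Measured by: Luminescent substrate turnover signal | Test system: Human TNAP | Input: TNAP 1/800 final | Dosing: 20 µM single point | Schedule: 30 min, room temperature | Controls: EDTA wells as negative control, DMSO wells as positive control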
PMI act hi M6P – activators of human phosphomannose isomerase at near-saturating mannose 6-phosphate; P34949; 190,000 tested, 0.34% active; coupled PMI enzyme assay, resazurin fluorescence, 20 min; stronger effect = higher value; 1 = untreated enzyme, 0 = substrate-free blank; activation factor at 20 µM;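 active = activation factor of 2 or more at 20 µM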
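Test system: human phosphomannose isomerase with PGI, G6PDH, diaphorase coupling enzymes; amount: 15 ng/mL PMI; incubation: enzyme reaction with compound 20 min at room temperature; technique: resorufin fluorescence (Ex 544/Em 590 nm) from resazurin via diaphorase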
Efa HMGR inh – inhibitors of class II HMG-CoA reductase from Enterococcus faecalis | 190,000 tested, 0.41% active | inhibition, % at 10 µM | purified E. faecalis HMGR, NADPH absorbance 340 nm kinetic | AID 1066;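 active = inhibition above a set limit, the median over all tested compounds plus 3 SD, cut at about 9.5% in these data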;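 also: enzyme runs in reverse so mevalonate oxidation gives rising NADPH absorbance; 0% = complete reaction with DMSO and 100% = background rate lacking mevalonate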
* marks the source's active call; other numbers are inactive results.

entry | smiles | TNAP inh hiacc | FLuc stim CS | Diaphorase inh | G6PDH counter | PMI activator
1 | CCn1c(SCC(=O)Nc2ccccc2)nnc1-c1ccc(S(=O)(=O)N2CCOCC2)cc1 | -7 | 1 | 13 | 15 | 0.9
2 | COC(=O)CCc1nc2ccccc2[nH]c1=O | -5 | 1.1 | 12 | -3 | 0.9
3 | CC(C)C(c1nnnn1Cc1ccc(F)cc1)N1CCC(C(N)=O)CC1 (configuration not stated) | 1 | 1 | 3 | 0 | 1.2
4 | Cn1c(NN)nc2ccccc2c1=O | 2 | 1 | 2 | 13 | 0.9
5 | COc1cccc(C(=O)CSc2nnc(-c3cc(OC)cc(OC)c3)o2)c1 | -5 | 1.1 | 10 | 0 | 1
6 | CCCSCC(=O)Nc1ncc2c(n1)-c1ccccc1CC2 | 0 | 1.1 | 30 | 14 | 1.5
7 | CCC(C)(C)NC(=O)COc1ccc(C(=O)c2ccccc2)cc1 | -1 | 1 | 11 | 4 | 1
8 | CC1=C(C(=O)OCc2ccccc2)C(c2ccc(Cl)cc2Cl)NC(=O)N1CCCC(=O)O (configuration not stated) | 1 | 1 | 13 | 20 | 1
9 | COc1ccccc1OCC(=O)NCCCn1ccnc1 | 0 | 1 | -2 | 10 | 1.1
10 | COc1ccc2cc(CCNC(=O)C3CC3)c(=O)[nH]c2c1 | -1 | 1 | 4 | 12 | 1
11 | CC(=O)C1=C(O)C(=O)N(Cc2cccnc2)C1c1ccccc1 (configuration not stated) | -4 | 1.1 | 0 | 1 | 1.3
12 | CCOc1cc(C(c2c(C)[nH][nH]c2=O)c2c(C)[nH][nH]c2=O)ccc1OC(=O)c1cccc([N+](=O)[O-])c1 | -12 | 1.1 | 38 | 5 | 0.7

entry | TNAP inh no acc | Diaph act CS | TNAP act hi DEA | PMI act hi M6P | Efa HMGR inh
1 | -10 | 0.9 | 1.1 | 0.9 | -1
2 | -10 | 0.9 | 1.1 | 0.9 | -6
3 | -2 | 1 | 1 | 1.2 | 0
4 | 3 | 1 | 1 | 1 | -2
5 | -9 | 0.9 | 1.1 | 1 | -3
6 | -15 | 0.7 | 1 | 1.4 | -3
7 | -22 | 0.9 | 1 | 0.9 | 1
8 | -3 | 0.9 | 1 | 1 | -11
9 | -2 | 1 | 1 | 0.9 | -4
10 | -8 | 1 | 1 | 1 | 2
11 | -14 | 1 | 1 | 1.3 | -8
12 | -38 | 0.6 | 1.1 | 0.8 | -2

New compounds follow.
entry | smiles | TNAP inh hiacc | FLuc stim CS | Diaphorase inh | G6PDH counter | PMI activator
13 | Cc1ccc(C)c(N2CCN(C(=O)c3ccc(CS(=O)(=O)c4ccccc4C)o3)CC2)c1 | -4 | 1.1 | 30 | -20 | 0.8
14 | CCn1cc(C(=O)NCc2ccc3c(c2)OCO3)c2cc(OC)c(OC)cc2c1=O | -8 | 1 | 59* | 11 | 0.8
15 | O=C(CCN1CCN(CC(=O)Nc2ccccc2F)CC1)Nc1ccccc1F | 1 | 1 | 6 | 2 | 1.1
16 | Cc1ccc(-c2nc(N)sc2CC(=O)OCC(=O)N2C(C)CCCC2C)cc1 (configuration not stated) | -3 | 1 | 6 | 13 | 0.9
17 | O=C(NC(=S)Nc1ccc(Cc2ccncc2)cc1)c1ccccc1Cl | -1 | 1 | -2 | -21 | 0.9
18 | CC(C)(C)c1nnc2sc(SCC(=O)c3ccc(Cl)cc3)nn2c1=O | -4 | 1.1 | -1 | 6 | 1.1
19 | CCC1=NN(C(=O)COc2ccccc2)C(O)(c2ccncc2)C1 (configuration not stated) | -5 | 1 | -6 | 4 | 1
20 | O=C1S/C(=C/c2ccc(N3CCOCC3)o2)C(=O)N1Cc1c(F)cccc1Cl | 19 | 1 | 20 | 8 | 0.8
21 | CN(CCO)c1cc(N2CCCCC2)c2nonc2c1[N+](=O)[O-] | 22 | 1 | 7 | 4 | 1
22 | O=c1c2cnn(-c3ccccc3)c2ncn1Cc1ccco1 | -6 | 1.1 | 13 | -3 | 0.9
23 | COCCCn1c2nc3ccccc3nc2c2c(=O)n(CC3CCCO3)cnc21 (configuration not stated) | -4 | 1 | 1 | 0 | 1
24 | CCOC(=O)c1cc2c(C(F)(F)F)cc(-c3ccccc3)nc2o1 | -3 | 1.1 | 3 | 10 | 0.9

entry | TNAP inh no acc | Diaph act CS | TNAP act hi DEA | PMI act hi M6P | Efa HMGR inh
13 | -10 | 0.7 | 1 | 0.9 | -2
14 | -10 | 0.4 | 1.1 | 0.7 | -1
15 | -8 | 0.9 | 1 | 1 | 0
16 | -1 | 0.9 | 1 | 1 | 1
17 | -6 | 1 | 1 | 1.1 | 2
18 | -25 | 1 | 1 | 1.1 | -3
19 | -11 | 1.1 | 1.1 | 1 | -5
20 | -2 | 0.8 | 0.8 | 0.9 | 0
21 | 17 | 0.9 | 0.8 | 0.6 | 3
22 | -4 | 0.9 | 1.1 | 1 | 1
23 | -10 | 1 | 1 | 1 | 0
24 | -6 | 1 | 1 | 0.9 | -4

Reformatted with one line to a screen: entries from further up
#5 COc1cccc(C(=O)CSc2nnc(-c3cc(OC)cc(OC)c3)o2)c1
#6 CCCSCC(=O)Nc1ncc2c(n1)-c1ccccc1CC2
#7 CCC(C)(C)NC(=O)COc1ccc(C(=O)c2ccccc2)cc1

Screen / compound no. | 5 | 6 | 7
TNAP inh hiacc | -5 | 0 | -1
FLuc stim CS | 1.1 | 1.1 | 1
Diaphorase inh | 10 | 30 | 11
G6PDH counter | 0 | 14 | 4
PMI activator | 1 | 1.5 | 1
TNAP inh no acc | -9 | -15 | -22
Diaph act CS | 0.9 | 0.7 | 0.9
TNAP act hi DEA | 1.1 | 1 | 1
PMI act hi M6P | 1 | 1.4 | 0.9
Efa HMGR inh | -3 | -3 | 1

(cont.)
entry | smiles | TNAP inh hiacc | FLuc stim CS | Diaphorase inh | G6PDH counter | PMI activator
25 | COCCn1nnnc1C(c1cccc(C(F)(F)F)c1)N1CCN(Cc2ccccc2)CC1 (configuration not stated) | 7 | 1 | 9 | 12 | 1
26 | Cc1ccccc1NS(=O)(=O)c1cc(C(=O)Nc2ccccc2-c2ccccc2)ccc1Cl | -6 | 1.1 | 33 | -30 | 0.8
27 | CC/C(=N\OC(=O)c1ccc(OC(C)C)cc1)c1ccc(C)cc1 | -4 | 1 | 18 | -2 | 0.9
28 | O=C(/C=C\c1ccccc1[N+](=O)[O-])Nc1ccccc1 | -1 | 0.9 | 15 | 8 | 1.1
29 | O=c1c2ccccc2nc(SCc2cc([N+](=O)[O-])cc3c2OCOC3)n1-c1ccccc1 | 2 | 1.1 | 16 | 1 | 1
30 | CCOC(=O)N=Nc1c(O)n(Cc2ccccc2)c2ccccc12 | 2 | 1 | 7 | -4 | 1
31 | CCCCc1c(C)c2ccc(OCC(C)=O)cc2oc1=O | -4 | 1 | 17 | 2 | 0.9
32 | c1ccc2c(-c3nn4nnnc4c4ccccc34)cccc2c1 | -3 | 1 | 16 | 2 | 0.9
33 | CSc1nc(=O)n2cccc(C)c2n1 | 3 | 1.1 | 3 | 2 | 1
34 | CCOc1cc(C)c(C(C)C)cc1S(=O)(=O)N1CCOCC1 | -2 | 1 | 9 | -3 | 0.9
35 | O=C1NC(Nc2nccs2)(C(F)(F)F)C(=O)N1CCc1ccccc1 (configuration not stated) | -4 | 1.1 | 12 | 6 | 1.2
36 | FC(F)(F)c1cccc(Nc2ncnc3ccccc23)c1 | -2 | 1.1 | 5 | -2 | 0.9

entry | TNAP inh no acc | Diaph act CS | TNAP act hi DEA | PMI act hi M6P | Efa HMGR inh
25 | 0 | 0.9 | 0.9 | 1.1 | 0
26 | -11 | 0.7 | 1.1 | 0.8 | 0
27 | -11 | 0.8 | 1 | 1 | -7
28 | -9 | 0.9 | 1 | 1 | 1
29 | -3 | 0.8 | 1 | 0.9 | -2
30 | -3 | 0.9 | 1 | 0.9 | -7
31 | 0 | 0.8 | 1 | 1 | 5
32 | -4 | 0.8 | 1 | 0.9 | 1
33 | -11 | 1 | 1 | 0.9 | -2
34 | -9 | 0.9 | 1 | 1 | 1
35 | -10 | 0.9 | 1 | 1 | -3
36 | -9 | 1 | 1 | 0.9 | -10

More entries follow:
entry | smiles | TNAP inh hiacc | FLuc stim CS | Diaphorase inh | G6PDH counter | PMI activator
37 | O=C(c1ccc([N+](=O)[O-])cc1)N1CCSC1c1ccc(Br)cc1 (configuration not stated) | -2 | 1.1 | 22 | 5 | 0.9
38 | Cc1ccnc(NS(=O)(=O)c2cccc3nsnc23)c1 | -3 | 1.1 | 5 | 1 | 1.1
39 | Cc1cc(C(=O)OCC(=O)c2cccc([N+](=O)[O-])c2)c2ccccc2n1 | 1 | 1.1 | 12 | -4 | 0.9
40 | Cc1csc(NC(=O)C2=NN(c3ccccc3)C(=O)CC2)n1 | 2 | 0.9 | -17 | -4 | 1.1
41 | Nc1nc(SCc2ccccc2Cl)n[nH]1 | -1 | 1 | 10 | -4 | 1
42 | Cc1ccc(O)c(NC(=O)c2cc([N+](=O)[O-])ccc2Cl)c1 | -6 | 1 | -5 | 8 | 1
43 | C=CCn1c(SCC(=O)N2CCOCC2)nc(O)c(Cc2ccccc2)c1=O | -5 | 1.1 | 23 | 3 | 0.9
44 | CC(/C=C/c1ccc(C)o1)=C\C(=O)O | -1 | 1 | 8 | 2 | 1.1
45 | COc1cc(-c2nnc(SCc3cccnc3)n2C)cc(OC)c1O | -4 | 1 | 21 | 10 | 0.9
46 | CCCCCC(=O)Nc1ccc2oc(-c3ccncc3)nc2c1 | -6 | 1.1 | 17 | 6 | 1

entry | TNAP inh no acc | Diaph act CS | TNAP act hi DEA | PMI act hi M6P | Efa HMGR inh
37 | -6 | 0.8 | 1 | 0.5 | -3
38 | 2 | 0.9 | 1 | 1 | -1
39 | -4 | 0.9 | 1 | 1 | -8
40 | 0 | 1.2 | 1 | 1.1 | -4
41 | -8 | 0.9 | 1 | 1 | -3
42 | -8 | 1.1 | 1.1 | 1 | -5
43 | -8 | 0.8 | 1 | 0.9 | 2
44 | 4 | 0.9 | 1 | 1 | -3
45 | -7 | 0.8 | 1 | 0.8 | -1
46 | -13 | 0.8 | 1.1 | 1 | -1
